Screening data: PubChem, National Center for Advancing Translational Sciences (NCATS)
TSG101-PTAP inh: blocks PTAP/TSG101 interaction to inhibit HIV-1 budding; Q99816; Fluorescence polarization, FITC-PTAP peptide / Tsg101 binding; Potency, µM (doses to about 115 µM), for inactives: at the highest dose activity change, negative = inhibition, actives largely listed as inhibitors; 340,000 tested, under 10 active; AID 493005; active = well fitted inhibition curve with a large enough effect in the main read-out, with a control signal flat, not every such curve was filed as active; inconclusive = small, poorly fitted or top-dose-only effect, or effect the other way, or a change in a side signal; inactive = no such curve, though single readings can be large or run the other way; also: potency is read from the fitted curve at half-maximal effect; % of control where 0% means no effect
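FP read-out: FITC-PTAP peptide, 50 nM final, binding Tsg101 binding domain, 10 uM final; 20 min, r.t.; 10 mM HEPES pH 7.5, 0.15 M NaCl, 0.01% Tween 20, 3 mM EDTA, 0.1 mM TCEP.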
B2AR arrestin: agonists driving beta-arrestin recruitment to human beta2-adrenergic receptor. P07550. beta-arrestin recruitment to beta2AR, cell-based reporter. Potency, µM (doses to about 46.1 µM), for inactives: top-dose activation, most hits filed as activators. hit rate 0.02% among 330,000. AID 492947;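 also: potency is read from the fitted curve at half-maximal effect; 0% = DMSO controls and full agonism = EC100 isoproterenol or metaproterenol; nearly all actives have a fitted effect of over 65% in size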
ELG1 repair inh: ELG1-dependent DNA repair inhibition; HEK293T ELG1-luciferase reporter, luminescence, 16 h; DNA damage induced by 5-fluorouridine; Potency, µM (highest dose often 46.1 µM), without a hit: at the top dose activity change, negative = inhibition, most hits filed as inhibitors; hit rate 2.3% among 330,000; also: potency is read from the fitted curve at half-maximal effect; % is scaled to controls: 0 for no effect and ±100 for the full control effect; nearly all actives have a fitted effect of over 55% in size
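DMSO vehicle served as the neutral condition. Each well held 2,000 cells given 5-fluorouridine plus compound; after 16 hr at 37 °C/5% CO2, ONE-Glo was added and luciferase measured 30 min later.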
Tb PFK block: blocks T. brucei phosphofructokinase; O15648; T. brucei PFK, ADP-Glo luminescence; Potency, µM (highest dose often 57.5 µM), without a hit: at the top dose activity, negative = inhibition, hits mostly inhibitors; hit rate 0.17% among 330,000; AID 485367;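 also: potency is read from the fitted curve at half-maximal effect; 0% = uninhibited 1x PFK enzyme wells and -100% = no-enzyme wells; nearly all actives have a fitted effect of over 60% in size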
Target sequence (O15648 whole entry, looked up): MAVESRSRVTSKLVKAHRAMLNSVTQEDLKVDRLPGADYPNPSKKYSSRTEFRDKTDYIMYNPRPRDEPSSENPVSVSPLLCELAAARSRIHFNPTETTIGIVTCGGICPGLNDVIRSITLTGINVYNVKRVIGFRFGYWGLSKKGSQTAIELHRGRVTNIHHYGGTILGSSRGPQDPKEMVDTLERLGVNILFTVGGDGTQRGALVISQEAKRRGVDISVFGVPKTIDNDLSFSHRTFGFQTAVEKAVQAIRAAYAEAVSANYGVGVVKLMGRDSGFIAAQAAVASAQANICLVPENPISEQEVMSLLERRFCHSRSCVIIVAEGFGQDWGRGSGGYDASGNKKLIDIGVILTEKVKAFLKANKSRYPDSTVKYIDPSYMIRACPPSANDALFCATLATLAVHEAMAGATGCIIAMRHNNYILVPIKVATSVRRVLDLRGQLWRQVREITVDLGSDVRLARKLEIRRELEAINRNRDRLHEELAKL
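PFK 1.25 nM, F6P 0.5 mM, ATP 0.1 mM, 0.1 M TEA pH 8.0, 5 mM MgCl2, 0.01% Tween20, 0.1% BSA; 45 min RT. ADP-Glo readout. qHTS titration up to 57 uM; curves fitted, compounds curve-classed.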
Chronic BCR inh: blocks chronic active B-cell receptor signaling | ABC-DLBCL IkBa-CBG/CBR reporter, luminescence ratio, 4 h | Potency, µM (series often up to 46.1 µM), without a hit: at the highest dose ratio change, negative = lower green/red ratio, usual class: inhibitors | hit rate 0.05% among 340,000 | AID 493014; active = well fitted inhibition curve with a large enough effect in the signal ratio, with a control signal flat, not every such curve was filed as active; inconclusive = small, poorly fitted or top-dose-only effect, or effect the other way, or a change in a side signal; the % refers to the signal ratio;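 also: potency is read from the fitted curve at half-maximal effect; plate controls were basal doxycycline-induced cells for no effect and cells given 10 µM MG132 for full effect; MG132 reads +100%, hits lower the ratio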
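Cell line TMD8 (human ABC DLBCL), stably expressing tet-inducible CBG68-IkBa fusion and CBR; IMDM/0.5% FBS; cpd up to 46 uM; dox induction, 4 h, 37C/5% CO2; dual luminescence; green/red ratio; MG132 control.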
Eya2 inh: blocks the phosphatase activity of human Eya2; hit rate 0.006% among 330,000; Potency, µM (titrated, usually from 76.9 µM), for the others: at the highest dose activity, negative = inhibition, most hits filed as inhibitors; recombinant Eya2, OMFP fluorescence dephosphorylation (OMFP is methylfluorescein phosphate); O00167; AID 488837; also: potency is read from the fitted curve at half-maximal effect; % is scaled to controls: 0 for no effect and ±100 for the full control effect
Target sequence (O00167 whole entry, looked up): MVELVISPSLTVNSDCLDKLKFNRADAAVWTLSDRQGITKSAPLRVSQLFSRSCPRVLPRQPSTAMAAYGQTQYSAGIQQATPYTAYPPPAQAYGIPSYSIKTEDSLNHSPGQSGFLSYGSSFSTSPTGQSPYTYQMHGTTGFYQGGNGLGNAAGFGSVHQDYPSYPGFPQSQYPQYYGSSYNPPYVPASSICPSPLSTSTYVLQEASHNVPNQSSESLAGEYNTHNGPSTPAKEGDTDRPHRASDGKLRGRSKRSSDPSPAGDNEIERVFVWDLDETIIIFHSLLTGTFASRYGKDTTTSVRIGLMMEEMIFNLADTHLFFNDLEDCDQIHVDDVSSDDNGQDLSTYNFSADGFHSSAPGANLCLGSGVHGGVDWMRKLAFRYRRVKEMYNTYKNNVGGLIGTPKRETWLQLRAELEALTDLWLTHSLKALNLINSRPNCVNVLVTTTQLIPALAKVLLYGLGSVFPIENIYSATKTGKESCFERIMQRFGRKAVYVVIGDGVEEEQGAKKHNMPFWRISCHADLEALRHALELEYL
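Eya2 protein (added as 0.2 uM solution) was preincubated with compound for 10 min at ambient temperature in 50 mM HEPES pH 7.5, 50 mM NaCl, 5 uM MgCl2, 0.05% BSA, 1 mM DTT. OMFP (added at 50 uM) then reacted 10 min; fluorescence read at 485/525 nm.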
TSHR antagonist: blocks TSH signaling through the human TSH receptor; hit rate 0.2% among 330,000; activity change, negative = inhibition, % at 11.5 µM; TSHR-expressing cells, TSH-stimulated cAMP HTRF, 2 h; hits give low values;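 active = activity change below a set negative limit, meaning inhibition stronger than a set level, cut at about -70% in these data; inconclusive = activity change between two set negative limits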; also: % is scaled to controls: 0 for no effect and ±100 for the full control effect
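TSHR-expressing cells were treated with compounds, then stimulated with TSH at EC80 (4nM final) for 2 hours at 37 deg C. Cellular cAMP was measured by HTRF competition between lysate cAMP and cAMP-d2 for a cryptate-labelled anti-cAMP antibody.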
USP2a inh: USP2a (human) protease inhibition. AID 463254. Potency, µM (series often up to 38.3 µM), for the others: top-dose activity change, negative = inhibition, actives largely listed as inhibitors. hit rate 0.01% among 330,000. USP2 core, Ub-CHOP2 coupled fluorogenic reporter, 485/531;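 also: potency is read from the fitted curve at half-maximal effect; plate controls were DMSO wells for no effect and full inhibition by NEM control for full effect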
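Deubiquitinase activity read as fluorescence (485/531 nm) after Ub-CHOP2 cleavage activates the enterokinase reporter on its substrate; USP2 core 10nM, Ub-CHOP2 and substrate 25nM each, 30min compound preincubation then 60min RT; data normalized to NEM, curves fitted.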
Mito fusion act: mitochondrial division inhibition or fusion activation | Potency, µM (highest dose often 46.1 µM), for the others: at the highest dose growth rescue (activation), actives largely listed as activators | hit rate 0.23% among 320,000 | S. cerevisiae fusion-defective mutant growth rescue, CellTiterGlo 48 h;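 also: potency is read from the fitted curve at half-maximal effect; % of control where 0% means no effect; nearly all actives have a fitted effect of over 45% in size; temperature-sensitive fusion mutants such as fzo1-1 at 37 °C on non-fermentable ethanol glycerol medium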
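Compounds are tested for their ability to restore growth of mitochondrial fusion-defective yeast strains at non-permissive 37C in YPEG medium over 48 hours. Viability is quantified by luciferase luminescence.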
TCR activator: activators of T cell receptors | primary human leukocytes, anti-CD3, IL-2 HTRF, 48 h | Potency, µM (top dose mostly 9.22 µM), without a hit: at the top dose activation of IL-2 secretion, usual class: activators | 330,000 tested, under 10 active | AID 504894; also: % of control where 0% means no effect
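TCR engagement came from a-CD3 beads alone, with compounds added to primary human leukocytes for 48 hr. Secreted IL-2 bridged europium cryptate- and d2-labelled anti-IL-2 antibodies, giving FRET emission at 665nm after 320nm excitation.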
uPA surface inh: cell surface uPA generation inhibition | cell surface uPA generation assay, qHTS | Potency, µM (series often up to 38.3 µM), for inactives: top-dose activity change, negative = inhibition, hits mostly inhibitors | hit rate 0.31% among 330,000; active = well fitted inhibition curve with a large enough effect; inconclusive = small, poorly fitted or top-dose-only effect; inactive = no such curve, though single readings can be large or run the other way; tested in mouse RAW 264.7 cells; also: potency is read from the fitted curve at half-maximal effect; % is scaled to controls: 0 for no effect and ±100 for the full control effect; nearly all actives have a fitted effect of over 55% in size
* = called active by the depositor; ? = inconclusive; · = not tested or not shown; [ ] = dose if it differs, or a comment. Unless noted, calls follow the shape of the dose curve; as a rule, active = well fitted curve in the direction sought with a large enough effect; inconclusive = small, poorly fitted or top-dose-only effect, or another doubt; inactive = no such curve, though single readings can be large; an effect the other way counts as inactive or inconclusive.

Molecule	TSG101-PTAP inh	B2AR arrestin	ELG1 repair inh	Tb PFK block	Chronic BCR inh	Eya2 inh	TSHR antagonist	USP2a inh	Mito fusion act	TCR activator	uPA surface inh
CC1(C)CC(=O)CC(=Nc2ccc3[nH]c(=O)[nH]c3c2)C1	-7%	-0.5%	9%	-4%	2%	-2%[15.4 µM]	-9	-1%	0%	-1%	·
Brc1ccc(-c2csc(-c3c[nH]c4ccccc34)n2)cc1	-9%	0.0%	?	7%	?	-16%	-4	0%	0%	0%	19%
O=C(CCN1C(=O)/C(=C/c2cccs2)SC1=S)Nc1cccc(O)c1	0%	0.7%	?	2%	-23%	-3%	-12	1%	-5%	11%	5%
Cc1sc2ncnc(N3CCC(C(=O)N(C)CC(=O)Nc4ccccc4Br)CC3)c2c1C	-3%	-0.8%	?	1%	1%	0%	-11	1%	0%	0%	0%
COc1ccc(CN2C(=O)c3cccnc3C2Nc2ccc(OC)c(Cl)c2)cc1 (configuration not stated)	-6%	0.1%	5%	-13%	-1%	-5%	-36	1%	8%	-1%	·
O=C(CSc1ccccc1C(=O)O)Nc1ccc2c(c1)OCO2	-6%	-0.2%	22%	0%	3%	21%	-5	2%	-5%	2%	-4%
COC(=O)c1ccc(OCC(O)CN(CCO)CC(O)Cn2ccc3ccccc32)cc1 (configuration not stated)	-2%	-0.8%	?	4%	?	2%	-3	5%	1%	-5%[46.1 µM]	-5%
N#Cc1cc(C(=O)c2ccccc2OCC(=O)Nc2ccccc2)cn(C2CCCCC2)c1=O	-1%	0.3%	27%	-4%	2%	-2%	-5	1%	-2%	1%[46.1 µM]	4%
O=C(CN1CC(=O)Oc2ccccc21)NCc1ccco1	-2%	-0.1%	-22%	0%	?	-6%	9	1%	-1%	2%	-7%
CCO[C@@H]1OC(C(=O)N2CCOCC2)=C[C@H](c2ccccc2)[C@H]1CCCO	·	0.2%	34%	-1%	-6%	-2%	-10	1%	-1%	4%	-21%
CC1CCN(S(=O)(=O)c2ccc3nc(-c4ccccn4)cc(C(=O)NCCN(C)Cc4ccccc4)c3c2)CC1	1%	-0.1%	14%	-1%	8%	1%	0	1%	4%	-1%	11%
CCOP(C)(=O)C1(C(=O)OCc2ccccc2)CC1 (configuration not stated)	-2%	-0.1%	7%	-4%	0%	12%	-2	1%	2%	1%	-7%
CCOC(=O)C1(Cc2cccc(OC)c2)CCCN(C(=O)c2cc(C)[nH]n2)C1 (configuration not stated)	-5%	-0.1%	-17%	1%	-4%	-2%	-16	2%	5%	-3%	1%
CCN(CC(=O)NCc1ccc(F)cc1)C(=O)c1ccc(C(=O)c2ccccc2)cc1	-4%	0.2%	-16%	2%	2%	13%	14	1%	-2%	-3%	1%
COc1cc(C(=S)N2CCOCC2)ccc1OS(=O)(=O)c1ccc(Cl)cc1	0%	-0.2%	-18%	-5%	-6%	-11%	-9	-1%	-6%	2%	-10%
O=C(Nc1ccc(S(=O)(=O)N2CCCCC2)cc1)c1ccccc1F	-5%	-0.4%	0%	16%	10%	-12%	-8	4%	13%	-4%	6%

One compound at a time, as listed above. Order of values: TSG101-PTAP inh | B2AR arrestin | ELG1 repair inh | Tb PFK block | Chronic BCR inh | Eya2 inh | TSHR antagonist | USP2a inh | Mito fusion act | TCR activator | uPA surface inh
Entry for O=C(CCN1C(=O)/C(=C/c2cccs2)SC1=S)Nc1cccc(O)c1 = 0% | 0.7% | ? | 2% | -23% | -3% | -12 | 1% | -5% | 11% | 5%
Entry for N#Cc1cc(C(=O)c2ccccc2OCC(=O)Nc2ccccc2)cn(C2CCCCC2)c1=O = -1% | 0.3% | 27% | -4% | 2% | -2% | -5 | 1% | -2% | 1%[46.1 µM] | 4%
Entry for CC1CCN(S(=O)(=O)c2ccc3nc(-c4ccccn4)cc(C(=O)NCCN(C)Cc4ccccc4)c3c2)CC1 = 1% | -0.1% | 14% | -1% | 8% | 1% | 0 | 1% | 4% | -1% | 11%

Later entries:
Molecule	TSG101-PTAP inh	B2AR arrestin	ELG1 repair inh	Tb PFK block	Chronic BCR inh	Eya2 inh	TSHR antagonist	USP2a inh	Mito fusion act	TCR activator	uPA surface inh
COc1ccc(C(=O)c2c[nH]c(C(=O)NCc3cccnc3)c2)cc1	-8%	0.4%	10%	3%	-19%	-2%	-14	0%	-3%	-3%	3%
CCN(C(=O)CN1CCCCC1)c1c(N)n(Cc2ccccc2)c(=O)[nH]c1=O	-1%	0.0%	24%	0%	?	4%	15	3%	-2%	-10%	3%
CN(C)CCCO/N=C(\c1ccccc1)c1ccncc1	-1%	-0.2%	8%	-7%	?	0%	25	0%	3%	-9%[46.1 µM]	9%
CCCCN1C(=O)Nc2ccccc2S1=O (configuration not stated)	-2%	-0.9%	-13%	0%	5%	0%	-8	4%	-1%	-3%[46.1 µM]	0%
Cc1nnc(SCc2ccc([N+](=O)[O-])cc2)o1	-4%	-0.9%	-11%	-19%	5%	-9%	3	1%	3%	-4%	0%
Cc1ccc(C)c(C(=O)Nc2cc(C)nn2-c2nc(C)cc(C)n2)c1	-5%	0.4%	?	-5%	1%	-3%	2	4%	19%	4%	·
Cc1nnc(N2CCc3ccccc3C2)[nH]c1=O	-1%	0.2%	9%	2%	0%	-10%	11	2%	-6%	9%	0%
CN(C)CCCN(C(=O)CCc1ccccc1)c1nc2ccc(F)cc2s1	-2%	-0.2%	4%	-3%	?	2%	3	-6%	-11%	-8%[46.1 µM]	-2%
O=S(=O)(NCc1ccccc1)c1ccccc1Br	-6%	-1.0%	1%	3%	-2%	1%	-13	5%	21%	1%	-5%
Cc1ccc(S(=O)(=O)N(CCO)c2cc3c(s2)CCCC3)cc1	-3%	-0.5%	6%	0%	11%	-7%	6	1%	21%	2%	-4%
CCNC(=O)NC(=O)C(C)Sc1nc2cc(C(=O)OC)ccc2c(=O)n1-c1ccccc1 (configuration not stated)	2%	0.3%	?	1%	0%	9%	-14	1%	1%	2%	7%
Cc1cc(Br)ccc1NC(=O)CN(C)C(=O)CNC(=O)Cc1ccccc1	-2%	-1.7%	-16%	-3%	?	14%	2	1%	-5%	0%	-4%
CNC(=O)c1nn(-c2ccccc2)ccc1=O	0%	-0.3%	13%	1%	1%	-26%	3	1%	-5%	-1%	-4%
CC(C)Cc1nnc(NS(=O)(=O)Cc2ccccc2)s1	-4%	-1.7%	0%	-7%	?	-16%	9	8%	13%	6%	·
Cc1ccc(-c2c[n+](Cc3ccc(Cl)c(Cl)c3)c3n2CCC3)cc1	-2%	-0.5%	21µM*	6µM*	?	-2%	5	0%	-9%	-6%[46.1 µM]	-11%
CC1(C)Cc2nc3nc(SCC(=O)NCc4ccccc4)n(-c4ccccc4)c(=O)c3cc2CO1	·	0.3%	?	-2%	?	11%	-3	-2%	-2%	·	·
CCOC(=O)N1CCN(CC(O)COCc2ccccc2)CC1 (configuration not stated)	-7%	-0.1%	-8%	0%	3%	11%	-7	0%	0%	2%	6%
COc1ccc(/C=N/NC(=O)C(N)=O)c(OC)c1OC	-2%	0.3%	11%	-25%	-5%	-2%	2	0%	-4%	0%[46.1 µM]	-4%
CC(C)(C)c1cc(NC(=O)c2cccc([N+](=O)[O-])c2)no1	0%	0.1%	?	1%	2%	1%	-3	3%	7%	-1%	-8%
Cc1c(Cl)cccc1NC(=O)C1CCCCC1	·	-0.5%	-19%	-1%	?	-6%	-3	3%	3%	·	·
COCCn1c(N)c(N(Cc2ccccc2)C(=O)c2ccc(-c3ccc(Cl)cc3)o2)c(=O)[nH]c1=O	-6%	0.1%	?	-4%	10%	-21%	·	4%	-11%	-5%	5%
COc1ccc(CCNC(=O)CCc2ccc(S(=O)(=O)NC(C)C)cc2)cc1OC	-4%	-0.3%	2%	7%	?	2%	-1	7%	-3%	2%[46.1 µM]	-3%
